# NPR1 activator: GC-A stimulated cGMP production enhancers – HEK293 GC-A cells, cGMP TR-FRET, EC30 ANP, primary screen; 0% at EC30 ANP, 100% saturating ANP; Atrial natriuretic peptide receptor 1 (Homo sapiens), P16066; 0.14% of 370,000 active; activation, % at 10 µM; in the data active = activation above about 40%
# TCR CD3 inh: inhibitors of human TCR-CD3 interaction, primary screen, biochemical, fluorescence, TAMRA-labeled TCR probe | inhibition, % at 9.4 µM | 0.37% of 360,000 active | AID 651800, 2012 | T-cell receptor (TCR); in the data active = inhibition above about 19%;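 also: recombinant mutant TCR 2C K166C tagged with TAMRA read by polarization; 0% = receptor in buffer alone and 100% = receptor with positive control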
# MBD2 DNA inh: inhibitors of MBD2 binding to methylated DNA, primary screen, biochemical, TR-FRET, DNA-binding domain, human; AID 686964, 2013; MBD2 binding to methylated oligonucleotide; 0.31% of 370,000 active; Methyl-CpG-binding domain protein 2 (Homo sapiens), Q9UBB5; inhibition, % at 4.4 µM; in the data active = inhibition above about 13%
# SIAE primary: human SIAE inhibitors, primary screen, biochemical, fluorescence polarization, FP-Rh probe, 1536-well HTS; SIAE FP-Rh probe binding; 0.69% of 370,000 active; Sialate O-acetylesterase (Homo sapiens), Q9HAT2; inhibition, % at 9.66 µM;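 active = inhibition above a cutoff: mean of compounds within the control limits plus 3 SD of those, cut at about 17% in these data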;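 also: 0% = plate median of compound wells and 100% = probe without SIAE protein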
# rCAG binder: binders of r(CAG) RNA repeats, primary screen, biochemical, fluorescence; r(CAG) RNA repeat, TO-PRO-1 dye displacement fluorescence; inhibition, % at 3 µM; 1.3% of 370,000 active; AID 651821, 2012;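 active = inhibition above the plate cutoff, the mean of all test compounds on that plate plus 3 SD, cut at about 35% in these data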;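 also: 0% = DMSO alone and 100% = 100 µM mitoxantrone as full dye displacement; higher means more dye released from RNA so lower well fluorescence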
# HTRA1 inhibitor: HTRA1 serine protease inhibitors, primary screen, biochemical, fluorescence polarization, HTS | Q92743 | recombinant HTRA1, FP-rhodamine activity-based probe | AID 504803, 2011 | 0.5% of 340,000 active | inhibition, % at 5.96 µM; in the data active = inhibition above about 36%;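 also: 0% = enzyme with DMSO and 100% = wells lacking enzyme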
# mABHD4 FP: ABHD4 inhibitors, primary screen, biochemical, fluorescence polarization, mouse | (Lyso)-N-acylphosphatidylethanolamine lipase (Mus musculus), Q8VD66 | purified mABHD4, FP-Rh probe fluorescence polarization | inhibition, % at 8.92 µM | 0.54% of 370,000 active;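 active = inhibition exceeding the mean over every tested compound plus 3 SD, cut at about 30% in these data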;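 also: 0% = plate median of compound wells and 100% = S159A mutant with DMSO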
# Target sequence (Q8VD66 whole entry, looked up): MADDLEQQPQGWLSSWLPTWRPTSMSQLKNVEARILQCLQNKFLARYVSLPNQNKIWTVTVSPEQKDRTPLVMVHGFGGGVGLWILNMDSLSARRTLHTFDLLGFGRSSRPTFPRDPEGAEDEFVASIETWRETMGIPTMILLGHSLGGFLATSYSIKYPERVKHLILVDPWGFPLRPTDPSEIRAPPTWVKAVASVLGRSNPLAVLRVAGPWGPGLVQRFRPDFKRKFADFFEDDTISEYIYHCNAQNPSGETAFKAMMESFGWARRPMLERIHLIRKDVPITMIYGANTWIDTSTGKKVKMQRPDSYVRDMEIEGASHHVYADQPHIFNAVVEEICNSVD
#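 Assay system: wild-type mouse ABHD4 protein; compound: single nominal dose of 8.92 µM, 0.89% DMSO final; schedule: 45 min + 60 min at 25 °C; measured by: FP readout, ex 525 nm / em 598 nm; evaluation: % inhibition of FP-Rh probe binding versus controls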
# PRMT1 inh: PRMT1 methyltransferase inhibitors, primary screen, biochemical, fluorescence polarization; 1.3% of 370,000 active; inhibition, % at 2.79 µM; recombinant PRMT1, activity-based probe fluorescence polarization;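 active = inhibition above about 21% made by adding two undisclosed values, limit read from the data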
# UHRF1 binding: UHRF1 methylated DNA binding inhibitors, primary screen, counter-screen for MBD2 inhibitor project, biochemical, TR-FRET, human UHRF1, single concentration; E3 ubiquitin-protein ligase UHRF1 (Homo sapiens), Q96T88; UHRF1 binding to methylated oligo; inhibition, % at 4.4 µM; 0.75% of 370,000 active; in the data active = inhibition above about 21%;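 also: UHRF1 SRA domain binding a hemimethylated CpG hairpin DNA probe; 0% = median of test compound wells and 100% = reference inhibitor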
# Target sequence (Q96T88 whole entry, looked up, the tested form may be a part): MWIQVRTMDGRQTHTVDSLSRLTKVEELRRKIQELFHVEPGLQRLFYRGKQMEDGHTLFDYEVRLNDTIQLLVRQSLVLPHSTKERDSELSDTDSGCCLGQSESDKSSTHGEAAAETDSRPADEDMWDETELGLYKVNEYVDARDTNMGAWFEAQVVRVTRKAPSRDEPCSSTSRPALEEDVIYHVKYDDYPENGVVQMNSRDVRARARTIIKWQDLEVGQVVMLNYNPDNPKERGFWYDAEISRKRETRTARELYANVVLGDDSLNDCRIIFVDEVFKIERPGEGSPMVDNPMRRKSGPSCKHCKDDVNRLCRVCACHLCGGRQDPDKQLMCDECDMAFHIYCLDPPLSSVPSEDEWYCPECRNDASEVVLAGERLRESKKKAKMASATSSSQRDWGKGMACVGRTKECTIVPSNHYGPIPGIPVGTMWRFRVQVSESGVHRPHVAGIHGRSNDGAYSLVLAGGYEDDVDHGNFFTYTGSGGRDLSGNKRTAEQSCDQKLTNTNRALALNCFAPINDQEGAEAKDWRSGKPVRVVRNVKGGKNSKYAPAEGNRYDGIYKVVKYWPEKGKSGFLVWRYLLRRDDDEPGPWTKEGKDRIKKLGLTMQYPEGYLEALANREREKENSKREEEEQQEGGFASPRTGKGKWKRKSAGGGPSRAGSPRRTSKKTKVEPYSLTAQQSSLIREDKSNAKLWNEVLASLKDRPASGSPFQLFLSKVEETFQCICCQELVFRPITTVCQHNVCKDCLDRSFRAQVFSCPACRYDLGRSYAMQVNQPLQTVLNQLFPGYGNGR
# GC-B act: human GC-B receptor activators, primary screen, HEK293 GC-B cells, cGMP TR-FRET, EC30 CNP | Atrial natriuretic peptide receptor 2 (Homo sapiens), P20594 | 0% at EC30 CNP, 100% saturating CNP | activation, % at 10 µM | 0.11% of 370,000 active;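 active = activation at 10 µM reaching about 35% in either raw or pattern-adjusted values, limit read from the data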
# An asterisk follows results filed as active; nt = not tested or not shown.
# Value order – HTRA1 inhibitor	SIAE primary	NPR1 activator	MBD2 DNA inh	TCR CD3 inh	rCAG binder	UHRF1 binding	GC-B act	mABHD4 FP	PRMT1 inh
CC(C)Cn1cc(C(=O)N2CCN(c3ccccn3)CC2)c2c3ccccc3n(C)c2c1=O
 : -3	3	-23	2	2	-5	0	-18	-4	-2
CC(Oc1cccc([N+](=O)[O-])c1)C(=O)NCCC1=CCCCC1 (stereo unspecified)
 : -1	6	2	1	-2	-1	-1	2	-1	3
CCN1/C(=C/c2ccc3cc(C)cc(C)c3[n+]2CC)Sc2cc(C)ccc21
 : -25	-76	-45	-2	-7	-16	10	-23	-134	-13
O=C(Nc1ccc(Nc2ccccc2)cc1)c1c(Cl)cccc1Cl
 : 18	4	1	-6	1	4	-2	-1	-29	0
Cc1ccc(SCC(=O)Nc2cc(S(=O)(=O)N3CCCCC3)ccc2C)cc1
 : -12	-3	-6	-2	5	1	2	6	-3	1
Oc1ccccc1/C=N/c1c(-c2ccco2)nc2ccccn12
 : 29	15	-55	-8	20*	7	4	-8	52*	27*
Cc1nnc(SCC(=O)Nc2ccc3c(c2)OCO3)s1
 : 5	-2	-8	-4	3	3	0	4	-1	-3
Cc1nnc(SC(C)C(=O)N(C)C2CCCCC2)n1N (stereo unspecified)
 : 3	6	0	1	-1	2	0	-2	4	3
Cc1ccc(C)c(N2CCN(CC(=O)Nc3ccc4[nH]c(=O)[nH]c4c3)CC2)c1
 : 2	-1	2	0	-14	0	1	1	3	2
COc1ccc(C2CCCN2C(=S)Nc2cccc(C)c2)cc1OC (stereo unspecified)
 : 2	3	-1	0	-8	-4	1	-6	5	2
Clc1ccc(OCCNCCc2ccccc2)cc1
 : 6	0	-26	-1	-7	-2	2	-12	1	-2
COc1ccc(C(=O)c2ncc(C(F)(F)F)cc2Cl)cc1
 : -3	8	1	0	-2	-3	0	0	-2	-1
O=C1CN(S(=O)(=O)c2ccccc2Cl)CCN1
 : -3	-4	6	0	10	-5	-3	-1	10	0
Clc1ccc(-c2ccc(-c3nn4c(-c5ccco5)nnc4s3)o2)cc1
 : -16	-6	3	-2	12	35*	-2	-6	-2	6
CC(=O)c1c(C)[nH]c(C(=O)OCC(=O)Nc2cc(S(=O)(=O)N3CCCCC3)ccc2C)c1C
 : 0	-2	-4	4	2	2	2	-3	-2	1
CCOc1ccc(N(CC)C(=O)c2nn(-c3ccc(OC)cc3)c(=O)c3c2c2ccccc2n3C)cc1
 : -10	-6	-1	-4	1	-1	1	5	-3	-2
O=C(NNC(=O)c1ccccc1Cl)c1cccnc1
 : 8	10	-1	-5	3	2	1	1	2	2
NS(=O)(=O)c1ccc(N=Nc2c(=O)[nH]n3c(=O)c4c([nH]c23)CCCC4)cc1
 : 1	-6	-2	-18	6	33	-14	-2	16	0
CCOC(=O)c1c(C)nc2sc3c(c2c1-c1ccc(OC)cc1)NC(c1ccccc1)NC3=O (stereo unspecified)
 : -19	2	-7	-2	-10	2	9	18	-2	1
Cc1ccc(S(=O)(=O)N(C)Cc2ccc(C(=O)N/N=C3\CC(=O)CC(C)(C)C3)cc2)cc1
 : 3	0	4	-2	5	3	0	3	-3	0

# 3 compounds already listed, ordered by the value under NPR1 activator, rising.
SMILES	HTRA1 inhibitor	SIAE primary	NPR1 activator	MBD2 DNA inh	TCR CD3 inh	GC-B act	mABHD4 FP	PRMT1 inh
Cc1nnc(SCC(=O)Nc2ccc3c(c2)OCO3)s1	5	-2	-8	-4	3	4	-1	-3
O=C(NNC(=O)c1ccccc1Cl)c1cccnc1	8	10	-1	-5	3	1	2	2
COc1ccc(C(=O)c2ncc(C(F)(F)F)cc2Cl)cc1	-3	8	1	0	-2	0	-2	-1

# (further entries)
# Value order – HTRA1 inhibitor	SIAE primary	NPR1 activator	MBD2 DNA inh	TCR CD3 inh	rCAG binder	UHRF1 binding	GC-B act	mABHD4 FP	PRMT1 inh
Cc1cc(S(=O)(=O)N2CCCC2C(=O)N2CCOCC2)c(C)cc1Cl (stereo unspecified)
 : 11	8	2	0	3	-2	0	-3	-2	1
Cc1ccc(N2CCN(S(=O)(=O)c3ccc(F)cc3)CC2)c(C)c1
 : -17	2	-3	-2	5	1	-2	4	-4	-6
CCCCC(=O)Nc1cccc(-c2nc3ncccc3o2)c1
 : -1	-5	2	-3	-3	-4	-2	2	-3	-1
Cc1noc(C)c1-c1ccc(C(=O)Nc2ccccc2)c2occc12
 : nt	-6	3	0	4	1	-3	7	-5	-2
COc1cc2nc3n(c(=O)c2cc1OC)-c1cc2ccccc2cc1C(=O)NC3Cc1ccccc1 (stereo unspecified)
 : -29	-8	-6	-8	0	10	-2	2	-25	0
COc1ccc(C2CC(C(F)(F)F)n3nc(C(=O)O)cc3N2)cc1 (stereo unspecified)
 : 2	-2	4	6	-7	6	4	3	2	9
CN(C(=O)CSc1cc(Cl)ccc1Cl)C1CCS(=O)(=O)C1 (stereo unspecified)
 : 7	4	2	0	-7	2	1	3	-2	1
O=C(O)c1ccccc1NC(=O)C(c1ccccc1)c1ccccc1
 : -6	-2	6	2	-2	13	3	4	-1	3
COc1cccc(/C=C/C(=O)c2ccc(NC3=NCCCS3)cc2)c1
 : -30	5	-3	-5	10	-3	-1	-3	14	1
O=C(NNS(=O)(=O)c1ccccc1)c1csc(-c2cccnc2)n1
 : 5	-5	-5	-6	0	4	-4	1	-9	-5
Cc1nc2c(C)cccn2c1/C(O)=C1\C(=O)C(=O)N(CCN2CCOCC2)C1c1ccncc1 (stereo unspecified)
 : -2	9	1	-2	3	2	0	6	9	2
S=c1[nH]nc(-c2ccncc2)n1CC1CCCO1 (stereo unspecified)
 : -1	7	1	2	0	-1	2	-3	0	-2
Cc1cc(C)nc(/N=C(/NC(=O)Nc2cccc(Cl)c2)Nc2ccccc2)n1
 : -1	-1	-5	2	-5	4	6	-1	0	-4
CCOC(=O)C1(Cc2ccccc2C)CCCN(Cc2cc(OC)c(O)c(OC)c2)C1 (stereo unspecified)
 : -7	-1	-10	3	-7	-6	3	-7	6	5
COc1cccc(N2CCN(c3ccc4nnc(CCC(=O)Nc5ccccc5OC)n4n3)CC2)c1
 : 1	4	-2	9	6	-1	1	-7	7	7
CC(C)(C)n1nnnc1C(c1cccs1)N1CCN(c2ccccc2)CC1 (stereo unspecified)
 : 0	-5	-12	2	-2	-2	1	-7	7	-2
COC(=O)/C(=C\Nc1ccc(Cl)cc1Cl)NC(=O)c1ccc(Cl)cc1Cl
 : -7	-5	8	-4	12	3	2	-5	5	-1
N#Cc1ccc2c(c1)NC(=O)C1CCCN21 (stereo unspecified)
 : -1	-3	-1	-1	-3	3	-3	5	1	5
CCCN1C(=O)/C(=C/c2ccncc2)SC1=S
 : 4	1	-22	-6	4	2	-1	-12	-1	4
Cc1[nH]ncc1N=Cc1ccc([N+](=O)[O-])cc1
 : -5	3	-1	-3	-5	0	13	5	5	2
COc1ccc(/C=N/NC(=O)C(=O)NCC2CCCO2)cc1 (stereo unspecified)
 : 0	3	5	4	-1	-2	4	1	-4	1
CC(C)Cn1c(N)c(C(=O)COC(=O)c2cccnc2Cl)c(=O)n(C)c1=O
 : -3	-8	4	5	-3	0	6	-2	-7	5
COC(=O)C1=C(C)N(Cc2ccc(F)cc2)C(=S)NC1c1cccc(Cl)c1 (stereo unspecified)
 : nt	-13	7	4	3	3	2	-7	-14	-2
CSc1ncnc2c1ncn2CCCNCC1CCCCC1
 : 3	-8	-1	-5	0	3	-3	1	-3	-3
COc1cccc(NC(=S)NNC(=O)c2c([N+](=O)[O-])c(C)nn2C)c1
 : 4	4	-5	1	-3	11	3	0	10	2
COc1ccc(N(Cc2cc3cccc(C)c3[nH]c2=O)S(=O)(=O)c2ccc(OC)cc2)cc1
 : 1	-2	-7	3	-2	2	-3	-3	2	1
COc1cc(C2c3c(oc4c(C)cc(C)cc4c3=O)C(=O)N2Cc2cccnc2)ccc1O (stereo unspecified)
 : -2	2	-6	0	-4	1	1	-1	3	-1
c1ccc(Nc2nc3ccccc3n3cnnc23)cc1
 : 1	-3	4	3	-7	2	0	-8	-3	4
COc1cc(/C=N/Nc2ccc(Cl)c(C(=O)O)c2)ccc1OC(=O)c1cccs1
 : 8	5	-3	0	-1	54*	2	-1	13	13
O=C1CCC[C@@H]2Cc3nc4cc5c(cc4cc3[C@@H]3CCN1[C@H]23)OCO5
 : 4	3	-1	0	1	6	-4	1	3	0
O=C(NCCN1CCC(n2c(=O)[nH]c3ccccc32)CC1)c1ccc(OC(F)(F)F)cc1
 : nt	1	0	0	2	-1	-4	-3	13	-1
O=C1OC(c2ccc(Cl)cc2)=N/C1=C\C=C\c1ccco1
 : 4	5	7	14*	2	11	40*	-3	25	39*
COc1ccc(/C=N/NC(=O)c2[nH]c3ccc(C)cc3c2-c2ccccc2)c(C(=O)O)c1OC
 : -14	-3	5	-5	8	39*	-2	8	14	1
Cc1ccc2c(CC(=O)NNC(=O)c3ccccc3)coc2c1
 : 2	2	2	-4	7	2	-6	-1	-5	-1
Oc1ccc(Cl)cc1-c1cc(-c2ccccc2Cl)[nH]n1
 : -35	-9	4	2	-3	11	-4	-2	-19	-2
O=C(NS(=O)(=O)Nc1ccccc1)C1=C(N2CCCC2)COC1=O
 : -4	6	1	1	7	0	3	5	7	1
Clc1ccc(OCCSc2ncccn2)c2ccccc12
 : -23	-11	-1	0	4	0	0	-16	-13	0
C=CCn1c(SCC(=O)Nc2ncc(Cc3ccc(C)c(Cl)c3)s2)nnc1-c1ccncc1
 : -5	-1	6	2	-8	-1	1	0	3	3
Oc1cccc(/C=N/Nc2cccc3cccnc23)c1
 : 18	7	-4	-2	-5	14	-2	-3	20	9
CCCN(C)C1CN(Cc2cn(Cc3ccc(Cl)cc3)nn2)S(=O)(=O)C1 (stereo unspecified)
 : nt	-5	2	1	3	0	13	5	0	-6
CCc1nn(C(C)C(=O)N2CCc3ccccc3C2)c(=O)c2cc3occc3n12 (stereo unspecified)
 : -7	0	1	2	-1	1	-4	-6	2	-3
CCn1cc([N+](=O)[O-])c(C(=O)N2N=C(c3ccc(O)c(OC)c3)CC2c2ccccc2O)n1 (stereo unspecified)
 : -40	-11	-5	-5	-3	8	2	-7	-2	2
CCOC(=O)Cc1nnc(NCc2ccccc2)c2ccccc12
 : -1	3	1	-3	6	-4	-3	14	-13	-6
O=C(N/N=C/c1c[nH]c2ccc(Br)cc12)c1ccc2c(c1)OCO2
 : -8	4	-17	0	0	20	2	-5	0	5
CC(C)C(OC(=O)/C=C/c1ccc2c(c1)OCO2)C(=O)NC(N)=O (stereo unspecified)
 : 0	4	0	0	-3	-2	1	0	4	1
Cc1ccc(C(=O)N/C(=C/c2ccco2)C(=O)N2CCOCC2)cc1
 : 0	6	-1	-9	1	5	-2	3	1	-3
N=C1/C(=C\c2ccc(OC(=O)c3ccco3)cc2)C(=O)N=C2SC=NN12
 : 10	-3	-1	-4	10	9	-2	-3	9	0
CCOC(=O)c1cnn(-c2ccccc2)c1-c1ccccc1
 : -7	2	-2	-4	7	-7	1	0	-2	-3

# These rows are one share of the data; count on the stated rates, not on these rows.
